# Compound activity (PubChem)
# Nrf2 inh: blocks Nrf2 signaling; A549 ARE-Fluc reporter, luciferase luminescence, 18-24 h; Potency, µM (top dose mostly 46 µM), inactives show at the highest dose activity change, negative = inhibition, most hits filed as inhibitors; actives 2.1% (n = 360,000); AID 504444; further: potency means the concentration at half of the fitted maximal effect; on the % scale 0 is the no-effect control and ±100 the full control effect; nearly all actives have a fitted effect of over 60% in size
#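 Reporter: ARE-Fluc in A549. Exposure: 18-24 h, 37 °C, 5% CO2, 5% FBS OPTI-MEM. Readouts: fluorescent cytotoxicity (CellTiter-Fluor), then luminescent Nrf2 signal after BugLite.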
# TGFb SMAD3 inh: blocks TGF-b signaling; HepG2 CAGA-GFP TGF-b/SMAD3 reporter, GFP fluorescence, 18 h; TGF-beta stimulated, 500 pg/mL final; Potency, µM (highest dose often 46.1 µM), for the others: top-dose activity, negative = inhibition, actives largely listed as inhibitors; actives 1.2% (n = 410,000); AID 588855; further: potency means the concentration at half of the fitted maximal effect; on the % scale 0 is the no-effect control and ±100 the full control effect; nearly all actives have a fitted effect of over 65% in size
#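 HEPG2 CAGA-GFP, 1000 cells/well; 2 h settle, 37 C; cpd via pin tool; TGF-b 500 pg/mL final; 18 h, 37 C; GFP imaging ex488/em500-530; %Activity normalised to -TGF-b and +DMSO controls; CRC fit, curve class.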
# IL1B secr inh: blocks inflammasome-driven IL-1 beta release; THP-1 LPS/ATP IL-1B secretion, AlphaLISA, 16 h; stronger effect = lower value; activity change, % at 57.5 µM; actives 4.7% (n = 360,000); AID 743279; in the data active means activity change below about -50%; inconclusive means mostly about -30% to -49%; further: on the % scale 0 is the no-effect control and ±100 the full control effect
#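 Secreted IL-1B measured by AlphaLISA bead assay after 16 h compound exposure of THP-1 cells; compounds (final up to 57.5 uM) added 1 h before LPS (250 ng/mL) and ATP (1.25 mM) stimulation; lower signal means less secretion.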
# MCF10A rereplic: induces DNA re-replication in MCF 10a normal breast cells; MCF 10A DNA re-replication, Hoechst nuclear intensity, 48 h; Potency, µM (series often up to 46.1 µM), for inactives: at the highest dose activity, positive = re-replication, actives largely listed as activators; actives 2.9% (n = 350,000); further: potency means the concentration at half of the fitted maximal effect; % of control where 0% means no effect; nearly all actives have a fitted effect of over 50% in size
# HepG2 tox: kills HepG2 cells in TGF-b inhibitor counter-screen; AID 588856; HepG2 CAGA-GFP viability, ATP luminescence, 18 h; actives 0.76% (n = 410,000); Potency, µM (series often up to 46.1 µM), inactives show at the highest dose activity change, negative = cytotoxicity, actives largely listed as cytotoxic; further: potency means the concentration at half of the fitted maximal effect; some results filed as inactive show a strong effect at the top dose
#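 CellTiter-Glo luminescence gave cytotoxicity after 18 hours at 37 degrees C. The cells were HepG2 CAGA-GFP in 1% FBS DMEM, stimulated with 500 pg/mL TGF-beta after compound addition. %Activity was normalised to no-cell wells (complete cell-killing) and DMSO (no toxicity), and curves were fitted and classified.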
# Nrf2 ARE act: activators of Nrf2 (ARE) signaling; AREc32 ARE-luciferase reporter (MCF7-derived line), luminescence, 24 h; Potency, µM (top dose mostly 46.1 µM), without a hit: at the top dose activation, most hits filed as activators; AID 624171; actives 0.31% (n = 410,000); further: potency means the concentration at half of the fitted maximal effect; % of control where 0% means no effect; nearly all actives have a fitted effect of over 65% in size
#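 AREc32 cells carrying an ARE-driven firefly luciferase, 1000 cells/well in OPTI-MEM with 5% FBS, dosed after overnight attachment and incubated 24 hr at 37 deg C. Steady-Glo luminescence read after 30 min at RT.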
# A549 tox: counter-screen for Nrf2 inhibitors: cytotoxicity in A549 cells | AID 504648 | Potency, µM (doses to about 46 µM), without a hit: top-dose activity change, negative = cytotoxicity, hits mostly inhibitors | actives 0.16% (n = 390,000) | A549 ARE-Fluc cells, CellTiter-Fluor viability, 18-24 h; further: potency means the concentration at half of the fitted maximal effect; on the % scale 0 is the no-effect control and ±100 the full control effect
#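 Cytotoxicity counterscreen: CellTiter-Fluor fluorescence was measured in A549 ARE_Fluc cells after 18-24 h of compound exposure in a concentration series. The subsequent BugLite luminescent read reports ARE-luciferase activity.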
# S2 tox: viability counter-screen for ATXN expression inhibitors; actives 0.49% (n = 400,000); Potency, µM (doses to about 56.7 µM), actives largely listed as cytotoxic; S2 cells (HEK-293 line with an ATXN2-luciferase reporter) viability, CellTiter-Fluor protease fluorescence, 24 h; further: potency means the concentration at half of the fitted maximal effect; nearly all actives have a fitted effect of over 40% in size
# ATXN2 expr inh: inhibitors of ATXN2 expression | actives 0.72% (n = 360,000) | Potency, µM (titrated, usually from 57 µM), for the others: at the highest dose activity change, negative = inhibition, usual class: inhibitors | HEK-293 ATXN2-luciferase reporter, luminescence, 24 h; further: potency means the concentration at half of the fitted maximal effect; on the % scale 0 is the no-effect control and ±100 the full control effect; nearly all actives have a fitted effect of over 55% in size
#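 ATXN2-luciferase reporter cells (luciferase flanked by upstream and downstream ATXN2 gene portions) were treated 24 h at 37 °C with compounds at up to 57 uM. SteadyGlo luminescence gave expression; GF-AFC fluorescence gave viability.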
# * = called active by the depositor; i = inactive; ? = inconclusive; . = not tested or not shown; & = joins results of further samples; [ ] = dose if it differs, or a comment. Unless noted, the call rests on the fitted dose curve; in most records, active means well fitted curve in the direction sought with a large enough effect; inconclusive means small, poorly fitted or top-dose-only effect, or another doubt; inactive means no such curve, though single readings can be large; an effect the other way counts as inactive or inconclusive.
SMILES,Nrf2 inh,TGFb SMAD3 inh,IL1B secr inh,MCF10A rereplic,HepG2 tox,Nrf2 ARE act,A549 tox,S2 tox,ATXN2 expr inh
CCCCn1nc(NC(=O)c2cccc(Cl)c2)c2cc3ccc(C)cc3nc21,-17%,28%,.,.,1%,-0.2%,16%,i,-4%
Cc1ccc(NC(=O)CCCCCN2C(=O)[C@@H]3Cc4ccccc4CN3C2=O)c(C)c1,?,-12%,?,9%,0%,-0.3%,0%,i,3%
CC(C)(C)C(=O)Nc1cccc(-c2ccc[nH]2)n1,12%,-26%,-1,-1%,1%,-0.5%,0%,i,8%
O=S(=O)(c1cc(Cl)c(Cl)cc1Cl)N1CCN2CCCC2C1 (stereo unspecified),?,?,-1,-9%,-2%,1.0%,9%,i,-16%
O=C(N[C@@H](Cc1ccccc1)C(=O)OCc1ccccc1)c1nc[nH]c1C(=O)N1CCc2ccccc2C1,8%,?,30,?,-70%,2.5%,10%,i,-19%
COc1ccc(S(=O)(=O)N2CCN(C)CC2)cc1NC(=O)c1ccccc1C,4%,-11%,-1,-31%[inhibitor],-9%,0.7%,1%,i,-4%
CCC(=O)Nc1ccc2c(c1)nc(CCN1CCN(C)CC1)n2C,-4%,3%,-10,-4%,-19%,0.2%,7%,i,2%
Cc1ccc(S(=O)(=O)N(CC(=O)Nc2ccc(Cl)cc2)C(=O)N2CCN(C)CC2)cc1,11%,-8%,-19,1%,0%,0.0%,-12%,i,9%
COc1ccccc1CN1CCN(Cc2nc(-c3ccccc3)no2)CC1,?,-17%,34,5%,-13%,-0.4%,0%,i,13%[11.3 µM]
COc1ccc(C(=O)NCCS(=O)(=O)N(C)Cc2ccccc2)cc1,-1%,6%,-6,0%,-7%,0.1%,-1%,i,0%
COC(=O)c1cc2sc(Cl)cc2n1Cc1nc(-c2ccc(OC)cc2)oc1C,-15%,32%[activator],.,.,3%,-0.6%,-7%,i,1%
COc1ccc(CC(=O)OCC(=O)NC2CC2)cc1,17%,1%,3,-6%,16%,-0.5%,-4%,i,12%
O=C(O)CCC(=O)NNC(=O)c1cccc(Br)c1,-1%,2%,-10,-2%,0%,0.5%,7%,i,3%
Cc1nn(-c2ccccc2)c(Cl)c1CN(C(=O)CCl)c1cccc2ccccc12,-25%,?,-98*,?,-113%,-2.9%,-17%,28µM*,?
COc1ccc(Cl)cc1-c1n[nH]c(=S)o1,-13%,-1%,16,12%,-3%,0.0%,-11%,i,2%
CC1(C)Oc2ccc3ccc(=O)oc3c2/C(=C/Nc2cccc(O)c2)C1=O,10%,?,-84*,12µM*,-44%,0.2%,-7%,?,-17%
CC(=O)Nc1ccc(S(=O)(=O)NCc2ccc(C(=O)NC(C)c3ccccc3)cc2)cc1 (stereo unspecified),4%,-7%,11,-8%,6%,2.3%,?,i,3%
CCOc1ccc(NC(=O)Cn2nnc(-c3ccccc3NC(=O)CC)n2)cc1,?,-10%,27,19%,-21%,-0.7%,-4%,?,33%
COCCNC(=O)C(=O)N/N=C(\C)CC(=O)Nc1cccnc1,-19%,-1%,4,2%,-3%,2.0%,-17%,i,-27%
Cc1cc(C)nc(NC(N)=NC(C)c2ccccc2)n1 (stereo unspecified),-30%,?,?,-5%[9.22 µM],-6%,-0.3%,0%,i,-29%
Cc1sc2nc(SCC(=O)N(C)c3ccccc3)n(C)c(=O)c2c1C,?,-27%,0,5%,-23%,0.2%,-12%,i,-3%
Cc1ccc(NC(=O)c2ccc(OCc3c(C)noc3C)cc2)c(C)c1,23µM*,-2%,?,11%,-23%,0.2%,-7%,i,-14%
COC(=O)c1sccc1Oc1ccc(Cl)cc1N1C(=O)CCC1=O,-10%,18%,10,-1%,-41%,-0.9%,2%,i,-14%
CCN(CC)CCCNC(CC(=O)Nc1cccc([N+](=O)[O-])c1)C(=O)O (stereo unspecified),11%,?,26,-3%,3%,-0.7%,0%,i,-5%
Cc1cc(C(=O)N2CCCC(CCC(=O)N3CCN(c4ccccn4)CC3)C2)c(C)o1 (stereo unspecified),-26%,4%,-23,12%,-1%,0.5%,-1%,i,-2%
COc1ccc(-n2ncc3c(SCC(=O)N4CCN(c5ccccc5OC)CC4)ncnc32)cc1,-5%,1%,39,?,-15%,3.8%,18%,i,-22%
COc1cccc(NC(=O)CCNS(=O)(=O)c2ccc(Br)s2)c1,-12%&0%,-14%&-25%,-16,3%,-14%&-28%,0.1%&4.1%,7%&2%,i,-11%&-3%
O=C(c1ccc(CN2CCc3ccccc3C2)cc1)N1CCc2ccccc2C1,.,15%,8,3%,2%,0.0%,1%,i,-5%
Cc1cc(C(=O)NC(C)CCc2ccccc2)ccc1[N+](=O)[O-] (stereo unspecified),1%,-1%,-14,1%,-2%,0.2%,-2%,i,5%
CCOC(=O)C(C)NC(=O)c1cc2c(=O)[nH]c3ccc(C)cc3c2s1 (stereo unspecified),12%,-34%,.,.,-36%,-1.1%,-2%,?,?
O=C(CN1C(=O)NC2(CCCC2)C1=O)N1CCN(C(=O)c2ccco2)CC1,-16%,-25%,0,1%,-5%,0.0%,-3%,i,10%
CCOCc1c(C(=O)N2CCN(CCOc3ccc(Cl)cc3)CC2)oc2ccccc12,?,-19%,?,87%,-11%,0.6%,-5%,i,-30%
CNCC(=O)Nc1ccc(Cl)c(C(F)(F)F)c1,-26%,4%,-10,-2%,-37%,0.0%,1%,i,-30%
Cc1nc2ccc(S(=O)(=O)NC(CC(C)C)C(=O)N3CCN(c4ccc(F)cc4)CC3)cc2s1 (stereo unspecified),-9%,-6%,.,.,2%,1.7%,5%,i,-10%
COCCN(C(=O)c1ccco1)c1nnc(-c2ccc(F)cc2)s1,?,3%,-9,?,-27%,?,1%,i,12%
COc1ccccc1N1CCN(CCN2C(=O)C3CCCN3C2=O)CC1 (stereo unspecified),1%,-3%,-1,-6%,14%,0.1%,3%,i,-11%
CCCN1C(=O)c2oc3cc(C)cc(C)c3c(=O)c2C1c1ccc(F)cc1 (stereo unspecified),20%,4%,.,.,-3%,-1.4%,4%,i,0%
COc1ccccc1CCC(=O)N(CCC1=CCCCC1)c1c(N)n(Cc2ccccc2)c(=O)[nH]c1=O,-18%,-9%,-22,14%,-23%,3.1%,-7%,i,-16%
Cc1cc(NS(=O)(=O)c2ccc(NC(=O)c3c(F)c(F)c(F)c(F)c3F)cc2)nc(C)n1,1%,4%,-20,?,-1%,?,-3%,i,3%
Cc1ccc(CNC(=O)C2CCCN2C(=O)NCc2ccccc2)cc1 (stereo unspecified),1%,6%,9,0%,3%,0.1%,-1%,i,2%
COc1ccc(CC(=O)OCc2nnc(-c3ccccc3)o2)cc1,8%,-7%,26,-2%,-1%,0.6%,-1%,i,-13%[11.3 µM]

# As a working copy, part of the list above:
SMILES,Nrf2 inh,TGFb SMAD3 inh,IL1B secr inh,MCF10A rereplic,HepG2 tox,Nrf2 ARE act,A549 tox,S2 tox,ATXN2 expr inh
O=C(c1ccc(CN2CCc3ccccc3C2)cc1)N1CCc2ccccc2C1,.,15%,8,3%,2%,0.0%,1%,i,-5%
Cc1cc(C(=O)NC(C)CCc2ccccc2)ccc1[N+](=O)[O-] (stereo unspecified),1%,-1%,-14,1%,-2%,0.2%,-2%,i,5%
CCOC(=O)C(C)NC(=O)c1cc2c(=O)[nH]c3ccc(C)cc3c2s1 (stereo unspecified),12%,-34%,.,.,-36%,-1.1%,-2%,?,?
O=C(CN1C(=O)NC2(CCCC2)C1=O)N1CCN(C(=O)c2ccco2)CC1,-16%,-25%,0,1%,-5%,0.0%,-3%,i,10%
CCOCc1c(C(=O)N2CCN(CCOc3ccc(Cl)cc3)CC2)oc2ccccc12,?,-19%,?,87%,-11%,0.6%,-5%,i,-30%
CNCC(=O)Nc1ccc(Cl)c(C(F)(F)F)c1,-26%,4%,-10,-2%,-37%,0.0%,1%,i,-30%
Cc1nc2ccc(S(=O)(=O)NC(CC(C)C)C(=O)N3CCN(c4ccc(F)cc4)CC3)cc2s1 (stereo unspecified),-9%,-6%,.,.,2%,1.7%,5%,i,-10%
COCCN(C(=O)c1ccco1)c1nnc(-c2ccc(F)cc2)s1,?,3%,-9,?,-27%,?,1%,i,12%
COc1ccccc1N1CCN(CCN2C(=O)C3CCCN3C2=O)CC1 (stereo unspecified),1%,-3%,-1,-6%,14%,0.1%,3%,i,-11%
CCCN1C(=O)c2oc3cc(C)cc(C)c3c(=O)c2C1c1ccc(F)cc1 (stereo unspecified),20%,4%,.,.,-3%,-1.4%,4%,i,0%
COc1ccccc1CCC(=O)N(CCC1=CCCCC1)c1c(N)n(Cc2ccccc2)c(=O)[nH]c1=O,-18%,-9%,-22,14%,-23%,3.1%,-7%,i,-16%
